# Screens deposited in PubChem BioAssay by several laboratories.
# MsrA act = bovine MsrA enzyme activators, primary screen, biochemical, absorbance, HTS; purified bovine MsrA, absorbance read-out; activation, % at 10.6 µM; AID 602163, 2012; 360,000 tested, 0.3% active; Methionine sulfoxide reductase A (Bos taurus); in the data active means activation above about 7.5%;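 further: 0% = vehicle and 100% = reference activator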
# E coli Lon inh = inhibitors of E. coli Lon protease, primary screen, biochemical, fluorescence polarization; purified E. coli Lon protease; 360,000 tested, 0.42% active; inhibition, % at 7.94 µM; P0A9M0; in the data active means inhibition above about 13%, passing the limit was not always enough;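 further: 0% = enzyme with probe and DMSO and 100% = no enzyme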
# NRP1-CendR mod = modulators of CendR peptide binding to NRP-1, primary screen, biochemical, fluorescence polarization, uHTS; inhibition, % at 25 µM; 360,000 tested, 0.85% active; Neuropilin-1 (Homo sapiens), O14786; AID 602438, 2012; FAM-RPARPAR peptide binding to NRP-1;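 active means inhibition or corrected inhibition above about 18%, plus a signal ratio from 0.5 to 1.5, limit read from the data, passing the limit was not always enough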; further: strong numbers were not always called active
# SKN-1 block = suppressors of acrylamide-induced Pgst-4::GFP reporter in worms, primary screen, SKN-1 inhibitor project, whole organism, uHTS, GFP/RFP fluorescence ratio, strain VP596 | C. elegans VP596 Pgst-4::GFP/RFP ratio, 24 h | inhibition, % at 21.8 µM | 360,000 tested, 0.49% active | AID 624304, 2012;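 active means interference check ratio from 0.5 to 1.5 plus GFP to RFP signal ratio inhibition reaching or exceeding a fixed threshold, cut at about 30% in these data, passing the limit was not always enough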; further: some compounds called inactive have numbers as strong as hits
# FAS TE block = FAS thioesterase domain inhibitors, primary screen, biochemical, fluorescence intensity, uHTS | Fatty acid synthase (Homo sapiens), P49327 | recombinant FAS-TE, OMFH fluorogenic substrate, fluorescence endpoint | inhibition, % at 15 µM | 360,000 tested, 0.67% active;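 active means compounds whose normalised, plate-corrected inhibition of enzyme fluorescence in the single-dose primary screen is 50% or more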;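 further: 0% = DMSO with enzyme and 100% = substrate without enzyme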
# MLLE-PAM2 inh = inhibitors of PABP1 MLLE–PAM2 peptide binding, primary screen, biochemical, fluorescence polarization, FITC-PAM2, GST-MLLE | AID 588489, 2011 | Polyadenylate-binding protein 1 (Homo sapiens), P11940 | 360,000 tested, 0.36% active | inhibition, % at 20 µM; in the data active means inhibition above about 35%, passing the limit was not always enough;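 further: plate controls were DMSO wells with GST-MLLE for no effect and wells lacking GST-MLLE protein for full effect; some results filed as inactive read as strong as hits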
# Target sequence (P11940 whole entry, looked up): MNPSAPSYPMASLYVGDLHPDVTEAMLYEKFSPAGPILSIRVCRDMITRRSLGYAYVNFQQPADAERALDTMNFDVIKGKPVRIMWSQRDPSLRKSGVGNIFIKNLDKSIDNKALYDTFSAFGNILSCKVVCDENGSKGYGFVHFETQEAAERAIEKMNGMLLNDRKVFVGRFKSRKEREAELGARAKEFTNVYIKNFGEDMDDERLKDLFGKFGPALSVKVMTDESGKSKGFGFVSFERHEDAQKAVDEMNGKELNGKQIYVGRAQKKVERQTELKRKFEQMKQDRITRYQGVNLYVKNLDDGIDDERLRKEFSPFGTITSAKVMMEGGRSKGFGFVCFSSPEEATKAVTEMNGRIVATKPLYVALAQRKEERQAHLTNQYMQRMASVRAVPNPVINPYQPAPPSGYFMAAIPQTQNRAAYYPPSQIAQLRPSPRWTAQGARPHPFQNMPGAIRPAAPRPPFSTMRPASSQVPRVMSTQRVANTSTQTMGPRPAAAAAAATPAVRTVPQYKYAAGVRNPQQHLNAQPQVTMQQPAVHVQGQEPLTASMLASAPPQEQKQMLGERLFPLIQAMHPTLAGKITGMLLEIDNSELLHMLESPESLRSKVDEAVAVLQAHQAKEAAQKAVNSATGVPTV
# Rin1 Abl inh = inhibitors of Rin1-Abl protein binding, primary screen, biochemical, TR-FRET | AID 588664, 2011 | inhibition, % at 7.35 µM | 360,000 tested, 0.4% active; in the data active means inhibition above about 5%, passing the limit was not always enough
# MT1-MMP act inh = blockers of MT1-MMP proenzyme processing, primary screen, HT1080 RFP-PRO-GFP cells, GFP/RFP fluorescence; Matrix metalloproteinase-14 (Homo sapiens), P50281; GFP/RFP ratio fluorescence, overnight; percent of plate control window, DMSO zero; GFP/RFP ratio change, % at 20 µM; 360,000 tested, 0.061% active; AID 651647, 2012;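 active means GFP/RFP ratio change of at least 30% with cell ATP level not reduced by more than half and red fluorescence within 50% of control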; further: strong numbers were not always called active
#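 Test system: HT1080 RFP-PRO-GFP cells; Benchmarks: DMSO and RFP-L50D-GFP cell wells; Timing: cells overnight before dosing, compound overnight, 37 °C, 5% CO2; Compound: one 20 µM compound dose with 1% DMSO; Read-out: GFP/RFP fluorescence ratio.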
# Neddyl block = inhibitors of cullin neddylation, primary screen, biochemical, TR-FRET, uHTS, NAE and Ubc12; NEDD8-conjugating enzyme Ubc12 (Homo sapiens) + NEDD8-activating enzyme E1 regulatory …; calls only at 25 µM; 360,000 tested, 0.58% active; AID 651699, 2012; in the data active means inhibition above about 36%
# Numbers without * were called inactive; i = inactive; · = not tested or not shown; + = active, no number.
SMILES,MsrA act,E coli Lon inh,NRP1-CendR mod,SKN-1 block,FAS TE block,MLLE-PAM2 inh,Rin1 Abl inh,MT1-MMP act inh,Neddyl block
CC(C)CNC(=S)NNC(=O)c1ccccc1OC(F)F,-2.5,-8.8,-7.4,8.2,-1.5,-25.0,1.9,2.4,i
CCOC(=O)c1c(NC(=O)c2cccs2)sc(C)c1C,-0.3,4.6,19.6,8.1,10.6,14.6,-0.4,-2.3,i
CCOc1ccc(C/C(O)=C2\C(=O)CC(C)(C)CC2=NCC(=O)O)cc1OCC,-8.6,-1.6,-5.9,4.1,-3.9,-0.5,-0.9,-1.1,i
CCN(CC)CCN1C(=O)C(=O)/C(=C(/O)c2c(C)[nH]c(C(=O)OC)c2C)C1c1cccc(OC)c1 (stereo not drawn),-12.4,8.5,-5.8,-14.7,-9.6,1.4,0.1,-4.4,i
O=C(CNc1cccc([N+](=O)[O-])c1)NC(=O)NC1CCCCC1,0.9,-8.3,4.0,4.5,27.0,-2.9,-0.1,9.0,i
CCOc1ccc(N(CC(=O)NC2CCCCC2)C(=O)CNC(=O)c2cccs2)cc1,-5.9,-9.8,9.3,4.8,3.5,2.9,4.6,0.1,i
O=C(NC(=S)Nc1ccccc1Cl)c1csnn1,0.7,-4.4,9.3,20.5,0.5,27.2,-6.1,1.0,i
CC(C)CC1C(=O)N(Cc2cn(Cc3ccco3)nn2)CCS(=O)(=O)N1Cc1ccc(-c2cccc(CO)c2)cc1 (stereo not drawn),0.5,-9.3,-21.5,3.4,6.5,-23.1,2.6,-0.1,i
COCCn1c(SCC(=O)Nc2ccc3c(c2)CCC3)nc2ccccc2c1=O,-11.2,4.0,-2.1,-5.8,4.7,-4.7,2.5,-3.8,i
Cn1c(CSc2nc3ccccc3s2)nc2ccccc21,-0.7,-1.3,-6.1,15.6,0.5,-2.6,-1.4,0.0,i
Cc1ncoc1C(=O)N1CCc2c([nH]c3ccccc23)C1C(C)(C)C (stereo not drawn),-3.3,8.0,5.0,8.9,-3.6,-10.4,2.3,-2.5,i
Cc1ccc(C)c(N2CCN(CCCNC(=O)Cn3cccc3C(=O)c3ccccc3C)CC2)c1,-1.9,1.0,5.0,-4.0,8.6,-2.1,3.4,-6.7,i
O=C(/C=C/c1ccccc1)NNC(=O)c1cccc(Cl)c1,-0.7,-4.0,-4.4,6.2,-1.5,-4.5,-2.7,0.7,i
Cn1ncc(Cl)c1C(=O)NCc1ccc(Cl)cc1,-10.9,-15.6,-10.4,-16.9,-2.1,16.6,1.9,4.0,i
COc1cc(S(=O)(=O)N2CCCCC2)ccc1NC(=O)/C=C/c1ccccc1,-5.5,-1.3,0.3,-11.9,32.7,1.5,-2.4,-1.4,i
O=C(O)C1CCC1C(=O)Nc1nc(-c2ccc(Cl)s2)cs1 (stereo not drawn),-2.0,-9.2,-3.5,5.9,-2.6,11.6,2.5,2.6,i
Cc1cnc(C(=O)Nc2ccc(F)c(F)c2)cn1,-4.0,-4.1,17.4,24.2,-10.8,4.0,0.7,6.7,i
O=S1(=O)N[C@@H](Cc2ccccc2)COc2cc(N3CCSCC3)ccc21,-1.1,-5.5,4.6,-0.2,4.4,·,·,4.6,i
COc1ccc(S(=O)(=O)N2CCCN(C)CC2)cc1,-4.4,0.4,6.5,10.4,0.8,10.8,-1.8,-3.9,i
CC(=O)Nc1sc2c(c1C(c1cccc(Cl)c1)N1CCN(CCO)CC1)CCCC2 (stereo not drawn),-0.6,8.1,-5.4,13.4,4.8,0.2,-6.4,-0.8,i

# Complete entries, quoted from the list.
# `Cn1ncc(Cl)c1C(=O)NCc1ccc(Cl)cc1` is listed as MsrA act = -10.9; E coli Lon inh = -15.6; NRP1-CendR mod = -10.4; SKN-1 block = -16.9; FAS TE block = -2.1; MLLE-PAM2 inh = 16.6; Rin1 Abl inh = 1.9; MT1-MMP act inh = 4.0; Neddyl block = i
# `O=C(O)C1CCC1C(=O)Nc1nc(-c2ccc(Cl)s2)cs1` (stereo not drawn) is listed as MsrA act = -2.0; E coli Lon inh = -9.2; NRP1-CendR mod = -3.5; SKN-1 block = 5.9; FAS TE block = -2.6; MLLE-PAM2 inh = 11.6; Rin1 Abl inh = 2.5; MT1-MMP act inh = 2.6; Neddyl block = i

# Later entries
SMILES,MsrA act,E coli Lon inh,NRP1-CendR mod,SKN-1 block,FAS TE block,MLLE-PAM2 inh,Rin1 Abl inh,MT1-MMP act inh,Neddyl block
CC(C)(C)c1ccc(C(=O)N/N=C/c2cccc(Cl)c2)cc1,-2.6,0.7,-0.3,-14.1,25.4,14.6,-2.9,1.2,i
Cc1sc2nc(CN(Cc3cccs3)C(=O)C3CC3)[nH]c(=O)c2c1C,0.2,1.0,-14.3,5.5,-3.8,-1.1,-0.6,-2.8,i
CCCNC(=O)C1CC(=O)N(c2ccc(OCC(=O)Nc3cccc(C)c3C)cc2)C1 (stereo not drawn),-11.7,-2.9,-11.4,6.9,-7.4,-9.1,1.3,-0.3,i
COc1cc(C(=O)NC2CCCCC2)ccc1OC1CCN(C(C)=O)CC1,-1.0,-4.9,7.7,4.0,-2.6,5.2,-0.2,-3.3,i
CCC/C(=N/NC(=O)c1nnn(-c2nonc2N)c1CN1CCCCC1)c1ccccc1,-2.0,13.3*,6.8,19.4,13.7,-4.1,-1.0,8.0,i
CC(C)CCNC(=O)CN(CCCN1CCOCC1)C(=O)Cn1nnc(-c2ccc(F)cc2)n1,-4.3,-10.7,7.1,-14.3,-0.8,1.1,0.4,-2.6,i
Cc1cc(C)cc(N(CC(=O)NC2CCCCC2)C(=O)c2csnn2)c1,-0.4,-5.1,-1.3,16.6,-1.1,12.3,0.9,-1.4,i
COc1ccc(OCc2nnc(SCC(=O)NCc3ccco3)o2)cc1,-1.1,4.4,7.3,-0.3,-5.5,7.7,1.9,0.1,i
COc1ccc(Nc2cc(C)c3ccccc3n2)cc1,-3.9,5.9,0.3,7.7,10.1,-4.3,0.4,7.7,·
O=C(NCc1csc(-c2cccs2)n1)Nc1cccc(Cl)c1,-3.0,3.5,7.8,7.7,-0.5,6.1,-1.3,2.1,i
Cc1ccc(C)c(OCC(=O)N/N=C/c2ccc(N3CCOCC3)cc2)c1,-6.3,-1.0,0.9,-13.9,-2.4,-3.3,-4.5,3.8,+
Cc1ccsc1C(=O)NNC(=O)c1csc(N2CCOCC2)n1,-2.9,-3.6,8.9,13.8,-5.9,2.5,0.7,1.4,i
Cc1nnsc1C(=O)NC(C)C12CC3CC(CC(C3)C1)C2 (stereo not drawn),-2.4,0.4,1.6,1.6,2.7,-0.4,-3.8,3.6,i
CN(C)c1ccc(-c2cc(O)c3ncccc3c2)cc1,-8.3,5.0,7.3,0.6,-0.8,-3.0,-2.9,11.9,i
COc1cccc(Nc2nc3ccccc3n3nnnc23)c1,-2.3,-57.3,-23.4,1.6,12.6,-30.8,0.0,-0.7,+
Cn1nnc2cc(C(=O)Nc3ccc4ccccc4c3)ccc21,-2.0,1.8,-5.4,-15.7,-5.5,-1.3,-1.3,3.2,i
CC1=CC2(O)OCCN(CCO)C2=CC1=O (stereo not drawn),-1.4,-5.2,10.1,9.3,-6.5,16.6,-0.1,-1.5,i
CSc1nccc(Oc2cncc(Cl)c2)n1,-1.0,-8.8,-14.8,-4.3,-9.5,10.2,7.6,-3.9,i
O=C1CC(c2ccc(F)cc2)SC(N(c2ccccc2)c2ccccc2)=N1 (stereo not drawn),-0.3,-0.9,-5.7,3.4,13.1,2.4,2.2,-0.7,i
CC(C)n1ncc2c(C(=O)N3CCN(c4ccccc4)CC3)cc(-c3ccccc3)nc21,-10.3,6.6,2.6,-25.2,25.9,-1.4,-1.6,-3.8,i
Cc1n[nH]c(=S)n1/N=C/c1ccccc1,-1.2,2.6,5.6,3.6,-5.5,-34.4,1.6,-1.5,i
O=C(C1CCCCC1)N1CCN(c2nc(-c3ccc(F)cc3)cs2)CC1,-1.8,-5.0,0.6,31.1,13.5,10.8,-0.1,3.1,i
CCN(CC(=O)NCc1ccc(F)cc1)C(=O)Cc1c(F)cccc1Cl,3.3,10.8,5.0,3.4,-6.3,-3.3,0.2,-4.1,i
N#Cc1c(NC(=O)Cn2c(=O)oc3ccccc32)oc(-c2ccccc2)c1-c1ccccc1,-2.6,-9.9,-8.2,-7.3,30.4,2.0,3.1,6.0,i
COc1ccc(-c2c(C)nc3c(-c4ccccn4)cnn3c2N)cc1,-2.8,-8.7,5.3,-4.1,1.1,-6.1,1.9,6.8,·
O=Cc1cccc(Oc2ncccn2)c1,-2.4,-1.2,-0.2,9.8,-5.6,-2.2,-5.0,-1.9,i
CCc1noc(C)c1C(=O)Nc1nc(-c2ccc(Cl)cc2Cl)c(C)s1,-2.7,-3.3,-6.8,3.5,15.4,-13.5,-0.2,-13.2,i
O=C(COC(=O)CCc1ccc(S(=O)(=O)N2CCOCC2)cc1)Nc1cccc(Cl)c1,1.5,0.4,-10.2,0.0,9.4,2.8,2.1,-0.5,i
O=c1c2ccccc2oc2ncccc12,-11.2,2.0,-8.9,-14.7,-9.3,10.3,1.8,-2.8,i
CC(C)c1ccc(/C=N/NC(=O)c2cccc(S(=O)(=O)N3CCOCC3)c2)cc1,0.7,-8.9,0.8,-3.0,-14.5,-15.6,1.7,5.3,i
CC(=O)N1CCC(C(=O)N2c3ccccc3N=C(c3ccc(C(F)(F)F)cc3)C2C(=O)NC(C)C)CC1 (stereo not drawn),·,·,1.9,-8.5,·,·,·,-4.4,·
COc1ccc(NC(=O)c2ccc(N(C)S(C)(=O)=O)cc2)cc1OC,0.2,6.1,-6.5,2.5,-7.8,5.1,-2.6,5.5,i
Clc1ccc(Cn2cccn2)cn1,0.3,-1.3,-3.4,-6.6,-4.5,-5.9,-4.2,-2.2,i
CC(=O)OCC1OC(COC(C)=O)(c2ccc(C)cc2)C(OC(C)=O)C1OC(C)=O (stereo not drawn),-0.9,-5.2,-7.6,0.9,-4.7,13.0,3.7,3.4,i
CC(=O)c1ccc(OCCCC(=O)OCC(=O)Nc2ccc3[nH]c(=O)[nH]c3c2)cc1,-0.9,-3.7,-1.5,7.3,-5.7,-6.5,1.7,0.8,i
Cc1cc(C(=O)COc2ccccc2C#N)c(C)n1C1CC1,-3.3,3.5,0.6,13.7,4.0,5.0,-0.3,0.8,i
N/C(=N\OS(=O)(=O)c1ccc2ccccc2c1)c1ccccn1,-5.9,-0.9,-10.5,-8.2,-5.2,0.2,-3.2,2.4,i
CNc1nc(N)c([N+](=O)[O-])c(Nc2cccc(F)c2)n1,-4.1,9.2,-0.8,-4.3,2.8,-9.1,0.7,4.0,i
Cc1ccc(NC(=O)C2OCCc3ccccc32)cc1Cl (stereo not drawn),-1.6,-8.9,6.5,-1.7,19.3,9.8,1.0,3.6,i
COc1ccc(-n2ccnc2SCC(=O)NCc2ccccc2)c(OC)c1,-4.4,-3.3,4.7,2.6,-2.7,-1.3,-0.2,-5.2,i
Cc1cc2c(c(=O)n1CCc1ccccc1)C(C(C)C)C(C#N)=C(N)O2 (stereo not drawn),-4.3,-3.8,-5.5,-10.6,-4.0,1.4,2.4,-2.0,i
